Source: PubChem BioAssay (NCI)
NCI-60 one-dose screen, 48 h, at 10 µM unless noted. Numbers give growth in % (100 = growth as untreated, 0 = no growth, -100 = all killed).
LOX IMVI – LOX IMVI melanoma; AID 1794757; 79,000 compounds, 7.4% hits
T-47D – T-47D breast cancer. 79,000 compounds, 5% hits
MDA-MB-468 – MDA-MB-468 breast cancer; 78,000 compounds, 8.5% hits; AID 2202374
SK-MEL-28 – SK-MEL-28 melanoma; 81,000 compounds, 4.1% hits
MDA-MB-231 – MDA-MB-231 breast cancer | 81,000 compounds, 5% hits | AID 1794789
MCF7 – MCF7 breast cancer | 82,000 compounds, 6.3% hits | AID 1794796
HS 578T – HS 578T breast cancer; 78,000 compounds, 4.1% hits; AID 1794788
BT-549 – BT-549 breast cancer | 78,000 compounds, 4.4% hits
Starred values were filed as active, the others as inactive; . = no result given; [ ] = remark or other dose. The calls were made as follows: active = growth percent below 10; inactive = the rest. Not a hit list; overall some 12% were active at least once.

structure | T-47D | BT-549 | SK-MEL-28 | HS 578T | LOX IMVI | MDA-MB-468 | MDA-MB-231 | MCF7
C=Cc1cc[n+](CC(=O)c2ccc(-c3ccccc3)cc2)cc1 | 73.1 | 108.7 | 111.6 | 110.1 | 90.6 | 124.8 | 106.9 | 89.5
NC(=O)c1ccc(N=Nc2c(O)c3ccccc3[nH]c2=O)cc1 | 97.9 | 115.8 | 116.8 | 113.3 | 89.5 | 110.4 | 98.0 | 90.3
Cc1c(NC(C)C)c(=O)n(-c2ccccc2)n1C | 103.9 | 110.9 | 118.5 | 103.6 | 96.1 | 103.0 | 104.2 | .
O=C1C2=C(Nc3ccccc3SC2c2ccc(Br)cc2)c2ccccc21 (stereo not drawn) | 80.5 | 87.6 | 106.3 | 131.4 | 97.6 | 87.2 | 108.1 | 92.7
CCOC(=O)c1cc2c(n1Cc1cc(OC)cc(OC)c1)-c1oncc1CC2 | 54.8 | 39.5 | 33.8 | -1.2* | 49.5 | -14.1* | 30.4 | 16.6
FC(F)(F)c1ccc2c(c1)C(c1cncnc1)=C1CCCN3Cc4ccccc4C123 (stereo not drawn) | 87.3 | 112.0 | 103.4 | 92.8 | 106.1 | 99.1 | 88.2 | 92.2
COc1ccc(C(=O)C(C)Br)cc1OC (stereo not drawn) | 82.6 | 94.3 | 111.7 | 95.2 | 79.2 | 77.6 | 90.0 | 84.4
COc1ccc2nc(-c3c(-c4ccc(F)cc4)nc4ncccn34)[nH]c2c1 | 86.7 | 100.3 | 97.9 | . | . | 81.9 | 95.8 | 90.8
CCOC(=O)C(Cc1ccc(N)cc1)N1C(=O)c2ccccc2C1=O (stereo not drawn) | 96.0 | 107.2 | 106.9 | 112.6 | 105.4 | 97.0 | 105.9 | 99.5
NCCN1CCNCC1 | 86.2 | 130.3 | 109.3 | 98.0 | 100.7 | 95.2 | 105.4 | 96.6
CCCCCCCC(=O)SCC/C=C/[C@@H]1CC(=O)NCc2cccc(n2)C2=N[C@@](C)(CS2)C(=O)N[C@@H](C(C)C)C(=O)N1 | -7.5* | 41.4 | 37.1 | 26.2 | -1.5* | -10.5* | 21.9 | 28.3
Clc1ccccc1-c1cnn2cc(-c3ccccc3)cnc12 | 78.9 | 83.1 | 88.3 | 74.4 | 94.6 | 90.8 | 72.4 | 75.3
CCN(CC)CCOC(=O)Nc1c(Cl)cccc1Cl | 95.4 | 107.7 | 122.3 | 97.3 | . | 101.7 | 102.6 | 101.6
O=S(=O)(CCCCl)Nc1ccc2[nH]ccc2c1 | 102.2 | 119.2 | 114.7 | 108.4 | 103.6 | 97.6 | 103.6 | 94.3
COc1ccc(C(=O)CC2(O)C(=O)N(CN3CCOCC3)c3ccc(Br)cc32)cc1 (stereo not drawn) | 95.2 | 90.0 | 99.7 | 95.2 | 97.9 | 106.8 | 96.8 | 96.0
N#CC1=C(N)Oc2c(c(=O)[nH]c3ccc(Cl)cc23)C12C(=O)c1ccccc1C2=O | 98.2 | 89.0 | 104.3 | 83.3 | 99.6 | 96.6 | 90.3 | 96.4
O=c1[nH]cnc2c1cnn2Cc1ccccc1 | 85.6 | 95.9 | 110.1 | 96.3 | 94.0 | 102.9 | 93.0 | 92.3
Cc1ccc(S(=O)(=O)OC2C(COCC(=O)O)OC3OC(C)(C)OC32)cc1 (stereo not drawn) | 113.6 | 182.4 | 129.2 | 121.9 | 116.7 | 111.1 | 104.8 | 97.9
CN1CCN(CC(=O)NNc2ncnc3ccccc23)CC1 | 90.1 | 119.1 | 107.9 | 103.1 | 111.6 | 106.0 | 101.2 | 95.5
CCCN(CCC)CC(O)c1cc2c(Cl)cc(Cl)cc2c2cc(C(F)(F)F)ccc12 (stereo not drawn) | 89.3 | 112.8 | 93.7 | 82.7 | 48.2 | 79.4 | 39.9 | 77.7
Cc1cnc(Cl)nc1N1c2ccncc2Sc2ccncc21 | 98.2 | 101.0 | 119.2 | 101.8 | 93.9 | . | 94.1 | 103.5
O=C(CCCC(=O)N/N=C/c1cccc(O)c1)N/N=C\c1cccc(O)c1 | . | 106.7 | 107.8 | 100.0 | 94.6 | 109.7 | 76.6 | 97.7
COc1ccc(Nc2cc(NC(=O)CNc3cc(OC)c(Cl)c(OC)c3Cl)ncn2)cc1 | 47.1 | 83.2 | 84.7 | 83.4 | 57.2 | 80.8 | 69.4 | 71.7
CCCC(=N)OCC | 105.8 | 100.6 | 108.4 | 104.1 | 98.1 | 101.0 | 108.8 | 112.6
COc1cc(-c2cc(=O)c3c(O)cc(O)cc3o2)cc(OC)c1OC | 87.7 | 100.3 | 84.0 | 48.3 | 70.6 | 52.2 | 82.2 | 90.6
NC(=S)N/N=C/CCC/C=N/NC(N)=S | 100.5 | 105.1 | 104.7 | 117.0 | 97.1 | 100.2 | 107.2 | 97.9
Cc1ccnc(N)c1 | 96.5 | . | 113.1 | 97.8 | 99.1 | 106.2 | 101.2 | 94.5
CC1=C(C(=O)OC(C)(C)C)C(c2cccc(C#N)c2)C(C(=O)OC(C)(C)C)=C(C)N1 | 46.7 | 107.6 | 102.0 | 92.7 | 89.6 | 72.6 | 85.2 | 65.1
CC1S/C(=N\NC(=O)Cc2csc3nc(-c4ccc(Br)cc4)cn23)N(c2ccc(Cl)cc2)C1=O (stereo not drawn) | 88.2 | 100.8 | 101.1 | 106.9 | 93.5 | 88.0 | 101.8 | 90.9
N=c1c2c(-c3ccccc3)cn(-c3ccccc3)c2nc2[nH]/c(=C\c3ccc(Cl)cc3)c(=O)n12 | 92.4 | 98.2 | 116.2 | 98.9 | 89.1 | 115.1 | 88.7 | 98.3

2 compounds picked at random from those above:
structure | T-47D | BT-549 | SK-MEL-28 | HS 578T | LOX IMVI | MDA-MB-468 | MDA-MB-231 | MCF7
CN1CCN(CC(=O)NNc2ncnc3ccccc23)CC1 | 90.1 | 119.1 | 107.9 | 103.1 | 111.6 | 106.0 | 101.2 | 95.5
CC1=C(C(=O)OC(C)(C)C)C(c2cccc(C#N)c2)C(C(=O)OC(C)(C)C)=C(C)N1 | 46.7 | 107.6 | 102.0 | 92.7 | 89.6 | 72.6 | 85.2 | 65.1

(continued)
structure | T-47D | BT-549 | SK-MEL-28 | HS 578T | LOX IMVI | MDA-MB-468 | MDA-MB-231 | MCF7
CC(C)(C)OC(=O)N1C/C(=C\c2ccc(F)cc2)C(=O)/C(=C/c2ccc(F)cc2)C1 | 14.4 | -88.1* | -95.9* | -6.7* | -100.0* | -82.3* | -54.4* | -66.5*
S=c1[nH]nc(-c2ccncc2)n1-c1ccc(Cl)cc1 | 95.5 | 99.7 | 101.1 | 108.2 | 98.9 | . | 101.3 | 100.5
C=CCC(=O)N[C@H](Cc1ccc(-c2cc(Cl)cc(Cl)c2)cc1)[C@H](O)[C@@H](O)C(=O)OCC | 71.7 | 87.0 | 106.0 | 93.3 | 93.4 | 82.2 | 94.0 | 89.7
CCN(CC)CCOC(=O)Nc1cc(Cl)cc(Cl)c1 | 94.3 | 91.6 | 123.8 | 86.1 | . | 96.0 | 63.2 | 97.4
COc1ccc(NC(=O)/C=C/C(=O)O)cc1 | 100.3 | 93.8 | 108.0 | 123.7 | 94.7 | 108.7 | 112.5 | 107.1
COc1ccc(/C(=N/N=C(N)N)c2ccccc2)cc1OC | 95.6 | 102.5 | 107.8 | 105.2 | 106.2 | 91.9 | 95.8 | 93.7
Cc1ccc(-c2nc(P(=O)(O)O)c(S(=O)(=O)c3ccc(C)cc3)o2)cc1 | 105.4 | 120.2 | 110.7 | 103.6 | . | 100.8 | 107.8 | 102.9
O=C(Cn1cc(COn2nnc3ccccc32)nn1)Nc1ccc([N+](=O)[O-])cn1 | 89.6 | 107.5 | 103.4 | 100.6 | 97.5 | 106.8 | 103.1 | 97.5
COC(=O)c1c(C(=O)OC)c2ccc3c4ccccc4ccc3n2c1C(=O)C(Br)Br | 77.3 | . | 111.0 | 101.9 | 72.8 | 109.0 | 100.4 | 62.5
COc1cc(-c2nc(SC(C)C)nc(Nc3ccccc3)c2C#N)cc(OC)c1OC | 87.8 | 107.7 | 111.7 | 95.3 | 97.4 | 105.2 | 84.1 | 90.4
O=C(COc1ccc(-c2nc3cc(Cl)c(Cl)cc3[nH]2)cc1)N=Nc1c(O)[nH]c2ccc([N+](=O)[O-])cc12 | 53.0 | 85.1 | 103.3 | 80.0 | 55.4 | 60.8 | 75.1 | 43.4
CCOC(=O)CSCc1nc(N)nc(Nc2ccccc2F)n1 | 96.0 | 100.0 | 102.5 | 92.8 | 98.3 | 106.4 | 103.2 | 93.1
Fc1cccc(-c2ccc3c(c2)C2(CCNCC2)CN3)c1 | 78.9 | 93.1 | 115.7 | 104.6 | 92.2 | 115.9 | 91.2 | 92.5
Cc1ccc(C2=Nc3ccc(Cl)cc3C3=NNCC(=O)NN23)cc1 | 90.8 | . | 107.7 | 100.7 | 94.4 | . | 90.0 | 96.3
CC(=O)OC(C)CC(OC(C)=O)C(C)C (stereo not drawn) | 100.3 | 95.2 | 105.2 | 108.5 | 89.9 | 115.1 | 122.7 | 100.6
CC(=O)N(CCCCCCN(C(C)=O)C(C)=O)C(C)=O | 101.3[100 µM] | 98.4[100 µM] | 105.0[100 µM] | 104.8[100 µM] | . | 99.2[100 µM] | 98.0[100 µM] | 87.8[100 µM]
CCOC(=O)N1CCCC1=O | 98.4 | 103.8 | 106.6 | . | . | 101.2 | 106.6 | 98.9
C[N+]1(CC(=O)c2ccccc2)CCc2ccccc2C1 (stereo not drawn) | 90.9 | 102.3 | 109.6 | 102.2 | 94.4 | 103.0 | 121.8 | 92.1
c1ccc(CSC(SCc2ccccc2)c2cccc3ccccc23)cc1 | 76.2 | 111.2 | 107.9 | 94.2 | 85.0 | 80.3 | 85.9 | 94.3
O=C(NCc1ccco1)Nc1cccc([N+](=O)[O-])c1 | 103.6 | 117.6 | 112.3 | 109.0 | 106.6 | 86.7 | 110.9 | 89.5
Cc1cc(C)c2c(Nc3ncnc4c3sc3nc(C)cc(C)c34)onc2n1 | 86.9 | 95.0 | 92.1 | 102.0 | 88.0 | 99.4 | 102.9 | 99.1
O=C(O)/C=C/C(=O)Nc1cccc2cccnc12 | 111.8 | 97.6 | 105.0 | 94.5 | 96.1 | 100.2 | 77.0 | 103.2
NC(=O)/C=C/C(=O)c1c(Cl)cccc1Cl | -62.4* | -42.4* | -99.1* | -7.1* | -43.5* | -83.5* | -79.1* | -68.9*
O=C1C(=O)N(CCO)c2ccccc21 | . | 111.0 | 114.8 | 101.8 | 96.8 | 112.5 | 97.3 | 95.9
FC(F)(F)c1ccc(-c2ncc(-c3ccc(C(F)(F)F)cc3)c(NC3CCCCCC3)n2)cc1 | 99.5 | 108.7 | 107.5 | 112.9 | . | 102.4 | 103.0 | 96.6
COc1ccccc1OCC(=O)Nc1cccc(-c2nnc(-c3ccccc3)o2)c1 | 65.0 | 103.1 | . | 99.6 | 94.6 | 111.4 | 83.8 | 93.8
CC(OC(C(O)C=O)C(O)C(O)CO)C(=O)N[C@@H](C)C(=O)O (stereo partly drawn) | 109.4 | 115.5 | 115.5 | 109.2 | 104.4 | 104.0 | 112.5 | 95.4
O=C(Nc1cccc(-n2cc(-c3ccncc3)c(-c3ccc(O)c(Cl)c3)n2)c1)c1ccc(N2CCOCC2)c(C(F)(F)F)c1 | 36.4 | 47.2 | 49.7 | 33.5 | 21.1 | 65.9 | -30.5* | 24.6
COc1cc(-c2cc(/C=C3\C(=O)Nc4cc(Cl)ccc43)[nH]n2)cc(OC)c1OC | 24.9 | 47.6 | 19.9 | 12.6 | 6.8* | 58.3 | 34.2 | -4.1*
CCNC(=O)Oc1ccc(/C(=C(/C)c2ccccc2)c2ccc(OCCN(C)C)cc2)cc1 | 49.6 | 94.8 | 88.4 | 67.6 | 80.2 | 79.2 | 80.9 | 26.8

4 entries from above, field by field.
> Cc1ccc(C2=Nc3ccc(Cl)cc3C3=NNCC(=O)NN23)cc1
  T-47D = 90.8
  BT-549 = .
  SK-MEL-28 = 107.7
  HS 578T = 100.7
  LOX IMVI = 94.4
  MDA-MB-468 = .
  MDA-MB-231 = 90.0
  MCF7 = 96.3
> CC(=O)OC(C)CC(OC(C)=O)C(C)C (stereo not drawn)
  T-47D = 100.3
  BT-549 = 95.2
  SK-MEL-28 = 105.2
  HS 578T = 108.5
  LOX IMVI = 89.9
  MDA-MB-468 = 115.1
  MDA-MB-231 = 122.7
  MCF7 = 100.6
> CC(=O)N(CCCCCCN(C(C)=O)C(C)=O)C(C)=O
  T-47D = 101.3[100 µM]
  BT-549 = 98.4[100 µM]
  SK-MEL-28 = 105.0[100 µM]
  HS 578T = 104.8[100 µM]
  LOX IMVI = .
  MDA-MB-468 = 99.2[100 µM]
  MDA-MB-231 = 98.0[100 µM]
  MCF7 = 87.8[100 µM]
> CCOC(=O)N1CCCC1=O
  T-47D = 98.4
  BT-549 = 103.8
  SK-MEL-28 = 106.6
  HS 578T = .
  LOX IMVI = .
  MDA-MB-468 = 101.2
  MDA-MB-231 = 106.6
  MCF7 = 98.9

Continued.
structure | T-47D | BT-549 | SK-MEL-28 | HS 578T | LOX IMVI | MDA-MB-468 | MDA-MB-231 | MCF7
CCN(CCC#N)c1cccc(C)c1 | 105.9 | 131.4 | 107.0 | . | 107.1 | 104.2 | 105.3 | 92.3
Cc1cccc(N(CCO)CCC#N)c1 | 101.6 | 96.2 | 107.5 | 106.5 | 95.7 | 108.1 | 102.9 | 96.1
COc1cc(/C=N/Nc2ccc(Br)cc2)cc(OC)c1OC | 30.8 | 95.1 | 82.1 | 80.0 | 13.5 | 49.5 | 47.5 | 51.0
CC1=C(c2ccc3c(c2)[nH]c2ccccc23)[C@@]2(CCCO)c3cc4c(cc3CC[C@H]2[C@@H]1C)OCO4 | 77.0 | 95.8 | 102.9 | 84.3 | . | 100.2 | 85.1 | 82.7
